Assay outcomes from PubChem BioAssay.
SENP7 block = blocks the human protease SENP7; Q9BQF6; recombinant SENP7, Z-RLRGG-aminoluciferin luminescence, 40 min; 1.5% of 330,000 active; inhibition, % at 5 µM;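 active means inhibition above about 50% at the single test dose, limit read from the data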;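 further: plate controls were DMSO with enzyme for no effect and no enzyme buffer wells for full effect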
beta cell repl = inducers of beta-cell replication in MIN6 cells; proliferation, % at 10 µM; MIN6 cells proliferation, ATPlite luminescence, 48 h; cells starved in 0.2% serum; 100% = growth in 10% serum; 0.29% of 330,000 active;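 active means compounds whose signal lies at least 3.5 SD above the mean of all wells on their plate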;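 further: 0% = DMSO-treated cells in low-serum medium and 100% = 10% serum control; some compounds called inactive have numbers as strong as hits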
UBC13 polyUb = blocks human UBC13 polyubiquitin chain formation. 0.47% of 330,000 active. inhibition, % at 20 µM. P61088. TR-FRET; in the data active means inhibition above about 45%, passing the limit was not always enough; inconclusive means no clear call, values can overlap the other calls
Target sequence (P61088 whole entry, looked up): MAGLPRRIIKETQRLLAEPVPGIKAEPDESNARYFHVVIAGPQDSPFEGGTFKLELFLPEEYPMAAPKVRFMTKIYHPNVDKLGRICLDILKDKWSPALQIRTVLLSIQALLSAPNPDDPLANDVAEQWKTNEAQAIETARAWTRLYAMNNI
SENP8 block-1 = blocks the human protease SENP8. inhibition, % at 10 µM. Q96LD8. AID 2540. 1.2% of 330,000 active. purified SENP8, Z-RLRGG-aminoluciferin cleavage, luminescence; in the data active means inhibition above about 50%
Target sequence (Q96LD8 whole entry, looked up): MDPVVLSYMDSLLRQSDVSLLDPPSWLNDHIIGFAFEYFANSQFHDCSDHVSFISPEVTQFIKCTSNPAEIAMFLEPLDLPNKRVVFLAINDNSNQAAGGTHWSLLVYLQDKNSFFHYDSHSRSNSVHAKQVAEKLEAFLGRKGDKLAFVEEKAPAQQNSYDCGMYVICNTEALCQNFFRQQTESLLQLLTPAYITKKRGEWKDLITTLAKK
SENP6 block = blocks the human protease SENP6; Q9GZR1; Recombinant SENP6 catalytic domain, aminoluciferin luminescence; inhibition, % at 10 µM; 1.8% of 330,000 active;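 active means inhibition above about 50% at the single tested dose, limit read from the data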;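 further: plate controls were DMSO wells with enzyme for no effect and DMSO wells lacking enzyme for full effect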
Target sequence (Q9GZR1 628-1112 limits assumed): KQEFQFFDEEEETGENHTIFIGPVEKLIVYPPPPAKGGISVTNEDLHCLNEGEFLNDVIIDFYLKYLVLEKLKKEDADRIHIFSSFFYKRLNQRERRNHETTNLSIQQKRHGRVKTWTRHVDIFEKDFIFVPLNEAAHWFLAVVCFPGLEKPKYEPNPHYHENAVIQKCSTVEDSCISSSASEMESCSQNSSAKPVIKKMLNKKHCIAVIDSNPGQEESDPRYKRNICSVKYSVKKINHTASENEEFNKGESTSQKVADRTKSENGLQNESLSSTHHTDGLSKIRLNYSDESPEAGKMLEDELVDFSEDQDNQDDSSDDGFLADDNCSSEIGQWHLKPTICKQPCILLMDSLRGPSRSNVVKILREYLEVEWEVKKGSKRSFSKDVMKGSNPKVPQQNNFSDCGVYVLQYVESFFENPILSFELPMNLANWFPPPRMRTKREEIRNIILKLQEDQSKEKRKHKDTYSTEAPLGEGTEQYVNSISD
SENP1 inh = SENP1 (human) catalytic domain inhibition. 0.21% of 360,000 active. AID 624204. Q9P0U3. recombinant SENP1 catalytic domain, CyPet-SUMO1-YPet FRET cleavage. inhibition, % at 10 µM;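 active means inhibition at least 30% at 10 µM, raw YFP signal under a set limit, fluorescence ratio 0.5 to 1.5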;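 further: 0% = enzyme with DMSO and 100% = no enzyme wells; some results filed as inactive read as strong as hits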
Target sequence (Q9P0U3 419-644 limits assumed): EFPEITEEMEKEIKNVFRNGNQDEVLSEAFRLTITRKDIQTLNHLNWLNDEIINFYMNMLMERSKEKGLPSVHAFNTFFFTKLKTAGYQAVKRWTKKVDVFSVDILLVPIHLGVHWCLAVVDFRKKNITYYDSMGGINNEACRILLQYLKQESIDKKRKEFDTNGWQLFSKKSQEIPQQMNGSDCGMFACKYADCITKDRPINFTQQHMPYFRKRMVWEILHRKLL
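Material – human SENP1 catalytic domain · Input – SENP1 enzyme, 20 pM final · Compound dosing – single concentration of 10 µM compound, 0.5% DMSO final · Timing – enzyme reaction for 50 min at room temperature, dark · Measured by – FRET fluorescence in CFP and YFP emission channels · Control set – no-enzyme wells low, DMSO-plus-enzyme wells high control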
PfGluPho inh = PfG6PD (Plasmodium falciparum) enzyme inhibition. inhibition, % at 20 µM. PfGluPho enzyme, NADPH resazurin-diaphorase fluorescence. AID 504690. 0.78% of 350,000 active;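 active means inhibition reaching at least a set limit at 20 µM in the primary screen, cut at about 59% in these data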;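 further: 0% = DMSO wells with substrate and 100% = DMSO wells lacking glucose-6-phosphate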
HKDC1 inh = blocks human hexokinase HKDC1 activity; 0.16% of 340,000 active; AID 493160; recombinant HKDC1, G6PDH/diaphorase resazurin coupled fluorescence; Q2TB90; inhibition, % at 20 µM;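 active means inhibition above about 35% when tested at 20 µM, limit read from the data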;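 further: plate controls were DMSO wells with enzyme for no effect and DMSO wells lacking enzyme for full effect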
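System: Recombinant HKDC1 hexokinase | Amount: HKDC1 at 5 µg/mL | Reagent: Glucose with 1 mM ATP | Doses: Single 20 µM dose | Incubation: Reaction time 90 min, room temperature, protected from light | Signal: Coupled resazurin fluorescence, excitation 525 nm, emission 613 nm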
SENP8 block-2 = blocks human SENP8 cleavage of Nedd8 substrate. Q96LD8. recombinant SENP8, Nedd8 substrate fluorescence. inhibition, % at 20 µM. 0.64% of 360,000 active. AID 602440; in the data active means inhibition mostly above about 40%, no sharp cut-off; inactive means mostly below about 27%
* = called active by the depositor; ? = inconclusive; / = not tested or not shown.

entry | SMILES | SENP1 inh | UBC13 polyUb | SENP6 block | SENP8 block-1 | beta cell repl | SENP8 block-2 | HKDC1 inh | SENP7 block | PfGluPho inh
1 | COc1ccc(CN2CCN(c3ccccn3)CC2)cc1OCc1ccccc1 | -1 | 11 | 2 | 0 | -1 | 11 | -4 | 5 | -5
2 | CCOC(=O)C1=C(C)OC(N)=C(C#N)C1c1cc(F)ccc1F (stereo not given) | -1 | 6 | 13 | 7 | -1 | 4 | 5 | 4 | -5
3 | Cc1ccccc1OCCCSc1nc2ccccc2[nH]1 | 0 | 9 | -5 | -9 | 0 | 7 | 9 | 2 | 12
4 | Cc1nn(Cc2c(F)cccc2Cl)c(C)c1[N+](=O)[O-] | 0 | -2 | 3 | 7 | -1 | 3 | 3 | 2 | -17
5 | CCOC(=O)c1nn(C)c2[nH]c(=O)n(C)c(=O)c12 | 2 | / | / | / | / | -1 | -2 | / | -8
6 | NS(=O)(=O)c1ccc(CCNC(=O)Nc2ccc(Cl)c(Cl)c2)cc1 | 4 | -2 | -18 | -8 | -4 | 12 | -4 | -10 | 1
7 | O=C(Nc1nnc(-c2ccc(Cl)cc2)o1)NC1CCCCC1 | 0 | -5 | -7 | 3 | 0 | -33 | 4 | -5 | -18
8 | O=C(Nc1ccc(S(=O)(=O)N2CCCC2)cc1)C1CC(=O)N(c2ccc(F)cc2)C1 (stereo not given) | 1 | -1 | -20 | -12 | -1 | 6 | 5 | -4 | 22
9 | CCC(NC(=O)c1cc(COc2cc(C)c(Cl)c(C)c2)on1)c1ccncc1 (stereo not given) | -2 | 2 | 5 | 7 | -5 | -9 | 0 | -4 | 11
10 | CC(c1ccco1)N(C(=O)c1ccccc1NS(=O)(=O)c1ccc(Cl)c([N+](=O)[O-])c1)c1ccccn1 (stereo not given) | -1 | -20 | -9 | -4 | 0 | 8 | -4 | 0 | -26
11 | O=C(COC(=O)/C=C/c1cccs1)NC1CCCCC1 | 2 | 1 | 5 | 4 | -1 | 4 | -3 | 6 | 1
12 | COc1ccc(CN2CCN(S(=O)(=O)c3ccc(C)cc3)CC2)cc1Br | 1 | -7 | 9 | 8 | -5 | 24 | 7 | 4 | 10
13 | CC(C)c1onc(C(=O)N2C(C)CCCC2C)c1[N+](=O)[O-] (stereo not given) | 3 | 2 | 2 | 7 | 0 | 24 | -9 | -2 | -3
14 | Cn1cc([N+](=O)[O-])c(C(=O)Nc2ccc(Br)cn2)n1 | 2 | -8 | 11 | -1 | 1 | 12 | -8 | 5 | 5
15 | COCC(C)NC(=O)COc1nncc2ccccc12 (stereo not given) | -4 | 10 | 27 | -1 | -1 | 18 | 0 | -4 | 8
16 | CC(C)(C)n1nnnc1C(c1cccs1)N1CCN(Cc2ccccc2)CC1 (stereo not given) | 0 | 1 | -9 | -14 | -1 | -4 | -3 | -7 | -1
17 | CC1CCc2c(sc(Nc3nc4c(F)cccc4s3)c2C(N)=O)C1 (stereo not given) | -27 | -4 | 2 | -12 | -3 | -397 | 1 | -13 | 54
18 | Cc1nc2ccccc2c(=O)n1NC(=O)c1ccco1 | 0 | 7 | -1 | -2 | -1 | 17 | 0 | -3 | 4
19 | CC1CCN(C(=O)CN2C(=O)c3cccc4cccc(c34)C2=O)CC1 | 3 | -4 | 8 | -6 | 2 | -367 | -3 | 9 | 13
20 | Cc1ccc(NC(=O)CSCC(=O)NCc2cccc(C(F)(F)F)c2)cc1 | 2 | 2 | 5 | 6 | -3 | 7 | -2 | 3 | 14
21 | O=[N+]([O-])c1ccccc1-c1ccc(C(=S)N2CCCCC2)o1 | -26 | -38 | 52* | 38 | -3 | 4 | -4 | 11 | 28
22 | COc1ccc(O)c(C(=O)c2cnc3c(c2)c(C)nn3CCO)c1 | -6 | 3 | 7 | 13 | -2 | -21 | -5 | 3 | -17
23 | Clc1cccc(Oc2cnns2)c1Cl | 1 | -4 | -17 | 4 | -1 | 12 | 0 | 0 | -12
24 | COc1cc(C)c(S(=O)(=O)NOCc2ccc([N+](=O)[O-])cc2)c(C)c1C | -1 | 0 | 5 | 0 | 3 | 25 | -1 | -3 | -3
25 | O=C(N1CCOCC1)n1cnc2ccccc21 | 1 | 6 | -33 | 1 | 0 | 13 | -8 | 5 | -2
26 | COCCNC(=O)/C(C#N)=C/c1c(N2CCCCCC2)nc2ccccn2c1=O | -28 | -3 | -13 | -1 | 4 | -296 | -3 | 7 | -16
27 | O=C1NCC(c2ccccc2)(c2ccccc2)C(=O)N1 | -1 | / | / | / | / | 3 | -5 | / | 5
28 | CCCCCC(=O)C(=O)c1ccc(O)cc1O | 2 | -4 | -29 | -11 | 0 | -28 | -5 | -18 | -7
29 | CCN(CC)CCCN(Cc1cc2cc3c(cc2[nH]c1=O)OCO3)C(=S)Nc1ccc(OC)cc1 | -1 | 3 | -1 | 0 | -3 | -349 | -9 | -10 | 4
30 | CC(=O)Nc1ccc(NS(=O)(=O)c2ccc(Cl)c(C(=O)O)c2)cc1 | 2 | -8 | 6 | -6 | -5 | -3 | 0 | -5 | -14

An excerpt of these results, with two lines to a compound.
Values run as follows: SENP1 inh, UBC13 polyUb, SENP6 block, SENP8 block-1, beta cell repl, SENP8 block-2, HKDC1 inh, SENP7 block, PfGluPho inh
#21 O=[N+]([O-])c1ccccc1-c1ccc(C(=S)N2CCCCC2)o1
 : -26, -38, 52*, 38, -3, 4, -4, 11, 28
#22 COc1ccc(O)c(C(=O)c2cnc3c(c2)c(C)nn3CCO)c1
 : -6, 3, 7, 13, -2, -21, -5, 3, -17

6 compounds from above, showing only SENP8 block-1, SENP7 block and SENP8 block-2.
| item | mol | SENP8 block-1 | SENP7 block | SENP8 block-2 |
| --- | --- | --- | --- | --- |
| 25 | O=C(N1CCOCC1)n1cnc2ccccc21 | 1 | 5 | 13 |
| 13 | CC(C)c1onc(C(=O)N2C(C)CCCC2C)c1[N+](=O)[O-] (stereo not given) | 7 | -2 | 24 |
| 4 | Cc1nn(Cc2c(F)cccc2Cl)c(C)c1[N+](=O)[O-] | 7 | 2 | 3 |
| 6 | NS(=O)(=O)c1ccc(CCNC(=O)Nc2ccc(Cl)c(Cl)c2)cc1 | -8 | -10 | 12 |
| 10 | CC(c1ccco1)N(C(=O)c1ccccc1NS(=O)(=O)c1ccc(Cl)c([N+](=O)[O-])c1)c1ccccn1 (stereo not given) | -4 | 0 | 8 |
| 26 | COCCNC(=O)/C(C#N)=C/c1c(N2CCCCCC2)nc2ccccn2c1=O | -1 | 7 | -296 |

Following part
entry | SMILES | SENP1 inh | UBC13 polyUb | SENP6 block | SENP8 block-1 | beta cell repl | SENP8 block-2 | HKDC1 inh | SENP7 block | PfGluPho inh
31 | CCOc1cccc(C(=O)N2CCCN(C)CC2)c1 | 1 | -5 | 2 | 0 | -2 | 10 | -4 | 4 | 2
32 | Cc1ccccc1Cc1c(C)nc2c(C(=O)NCc3ccco3)cnn2c1C | 1 | 19 | -11 | -6 | -2 | -318 | -4 | 7 | 2
33 | Clc1ccc(Cl)c(-c2nn3c(COc4ccccc4)nnc3s2)c1 | -1 | 2 | -11 | -9 | 0 | 14 | -19 | -7 | 60*
34 | COC(=O)c1ccc(Cn2nc(-c3ccccc3)ccc2=O)cc1 | 3 | 4 | 1 | 8 | -1 | 3 | -4 | 3 | 9
35 | Cc1ccc(C)c(NC(=O)Cn2ccn(-c3ccc4c(c3)OCO4)c(=O)c2=O)c1 | -2 | -2 | 4 | -3 | 4 | 11 | 2 | 3 | 2
36 | CCOC(=O)CNC(=O)C1c2ccccc2C(=O)N(c2ccc(OC)cc2)C1c1ccc(OC)cc1 (stereo not given) | 1 | -2 | 8 | 14 | 0 | 15 | -2 | -4 | -4
37 | COc1ccc(OC)c(-n2cnc3cc(C(=O)O)ccc32)c1 | 3 | ? | -1 | -10 | -2 | 6 | 0 | 12 | -7
38 | O=S(=O)(c1ccc(F)cc1)N1CCN(CCc2ccccc2)CC1 | 0 | -1 | -13 | -5 | -1 | 28 | -4 | -14 | -4
39 | O=C(COC(=O)C(Cc1ccccc1)NC(=O)c1cccs1)NCc1ccccc1 (stereo not given) | 4 | 6 | 4 | 0 | 0 | 6 | 3 | 2 | -7
40 | Cc1cc2c3c(c1)C1(SCC(=O)N1c1ccc(F)cc1)C(=O)N3C(C)(C)CC2C (stereo not given) | 3 | -1 | -3 | 2 | -4 | 8 | -4 | 19 | 6
41 | COC(=O)C1=CN(CC2CCCO2)C=C(C(=O)OC)C1c1ccsc1 (stereo not given) | -169 | 12 | -11 | 1 | -1 | -284 | -1 | 4 | -5
42 | COc1cccc(-c2sc3ccc(OC)cc3c2-c2ccc(C(N)=O)cc2)c1 | 0 | 4 | 6 | -10 | -4 | -72 | -3 | -7 | -1
43 | COC(=O)c1ccc(C(=O)OC)c(NC(=O)Oc2ccccc2)c1 | -50 | 15 | 3 | -2 | 1 | -430 | 9 | 11 | -14
44 | Cc1ccc2nc(NC(=O)c3cc(-c4ccco4)nc4ccccc34)sc2c1 | -3 | 0 | -27 | -16 | -5 | -439 | -8 | -9 | 0
45 | O=C(NC1CCCCCC1)C1CCN(S(=O)(=O)c2ccccc2)CC1 | 2 | 6 | -9 | 6 | -2 | 15 | -1 | -4 | 4
46 | O=C(Cc1ccc(Cl)cc1Cl)NCC1(N2CCOCC2)CCCCC1 | 3 | 4 | -11 | -6 | 0 | 25 | -19 | 5 | -6
47 | CC(C)(C)c1ccc(C(=O)NCC2CCCN2S(=O)(=O)c2ccccc2)cc1 (stereo not given) | -3 | -4 | 3 | 7 | -3 | -2 | 6 | 8 | 19
48 | O=C(O)c1cccc(-n2nnnc2SCc2ccccn2)c1 | 0 | 7 | -13 | -4 | 1 | 14 | 1 | 0 | -23
49 | C/C(=N\NC(=O)c1cccs1)c1ccc(C(=O)O)s1 | 1 | -9 | -16 | -11 | -1 | -36 | 1 | 3 | -3
50 | Cc1oc(-c2cccs2)nc1CSCC(=O)NC1CC1 | 1 | 1 | 10 | 0 | -4 | -136 | -7 | 6 | -5
51 | S=C(NCC(c1cccnc1)N1CCOCC1)NC1CCCCC1 (stereo not given) | 0 | 0 | -2 | 8 | 1 | 7 | -10 | -7 | -9
52 | CSc1ccccc1C(=O)NCC(c1ccco1)N1CCCCC1 (stereo not given) | 1 | 5 | -5 | 0 | -5 | -1 | -15 | 6 | 7
53 | O=C(OCc1ccc([N+](=O)[O-])cc1)C1CC(=O)N(Cc2ccccc2)C1 (stereo not given) | 1 | 3 | 10 | 1 | -3 | 7 | 2 | 0 | -12
54 | Cc1cc(C)cc(NC(=O)c2cc(S(=O)(=O)NCc3ccco3)ccc2F)c1 | -3 | 12 | 4 | 2 | -5 | 2 | -3 | -2 | 29
55 | Cc1cc(C(=O)Cn2ncc(Cl)c(Cl)c2=O)c(C)n1CC(F)(F)F | -2 | -12 | -10 | -9 | -6 | 5 | 1 | -4 | 0
56 | COc1cc(C(C2=C(O)CC(C)(C)CC2=O)C2C(=O)CC(C)(C)CC2=O)cc(OC)c1OC (stereo not given) | 2 | -4 | -4 | 5 | 0 | 9 | 0 | 5 | 12
57 | COc1ccc(Cc2nc(-c3ccc(Br)cc3)no2)cc1 | 4 | 1 | -43 | -14 | -3 | 4 | 4 | -20 | 4
58 | O=S(=O)(Cc1ccccc1)C(CCCc1ccccc1)S(=O)(=O)Cc1ccccc1 | 0 | / | / | / | / | 5 | 4 | / | 8
59 | O=C(CSc1nncn1-c1ccccc1)NC1CCCc2ccccc21 (stereo not given) | 2 | 11 | -5 | 7 | 3 | 21 | -1 | 0 | -14
60 | COc1ccc(S(=O)(=O)n2c([N+](=O)[O-])cnc2C)c(C)c1C | 1 | -11 | 12 | -3 | -1 | 7 | -4 | -1 | -11

Outcome played no part in choosing rows. Share with any hit: about 4%.
